E-selectin induc = E-selectin induction in HUVECs, primary screen, imaging, HUVEC, immunofluorescence imaging, single point | actives 0.37% (n = 260,000) | activation, % at 7.58 µM | P16581 | normalized: neutral wells 0, TNF-alpha wells 100 | AID 686992, 2013;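 active = mean E-selectin-positive cell signal at least 10% of the positive control, reached in at least 60% of replicates, without over 20% cell loss; inconclusive = no rule given, readout overlaps actives, possibly toxicity-flagged; inactive = the rest, including those meeting only one limit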;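 also: in these data hits start at about 27%; measured in HUVEC primary endothelial cells; signal is the percent of cells scored E-selectin positive by PE staining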
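Assay system: HUVEC, human umbilical vein endothelial cells / Amount: 3,000 HUVEC/well / Controls: TNF-alpha positive control, DMSO neutral control / Compound dosing: single concentration / Medium: EGM-2 over gelatin coat / Evaluation: percent E-selectin-positive cells / Signal: immunofluorescence imaging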
PglD DTNB = C. jejuni PglD acetyltransferase inhibitors, primary screen, biochemical, DTNB colorimetric, single point; UDP-N-acetylbacillosamine N-acetyltransferase PglD (Campylobacter jejuni); purified PglD enzyme, DTNB colorimetric CoA detection; inhibition, % at 12.5 µM; actives 0.098% (n = 360,000); AID 602405, 2012; in the data active = inhibition above about 16%, passing the limit was not always enough; inconclusive = no clear call, values can overlap the other calls; also: strong numbers were not always called active
SIRT5 inh = SIRT5 desuccinylase inhibitors, primary screen, biochemical, fluorescence imaging, single point, set 5 | NAD-dependent protein deacylase sirtuin-5, mitochondrial (Homo sapiens), Q9NXA8 | Purified SirT5, succinyl-peptide AMC, trypsin-coupled fluorescence | inhibition, % at 15 µM | actives 1.1% (n = 330,000) | AID 652115, 2013; in the data active = inhibition above about 15%; inconclusive = no clear call, values can overlap the other calls
Target sequence (Q9NXA8 whole entry, looked up): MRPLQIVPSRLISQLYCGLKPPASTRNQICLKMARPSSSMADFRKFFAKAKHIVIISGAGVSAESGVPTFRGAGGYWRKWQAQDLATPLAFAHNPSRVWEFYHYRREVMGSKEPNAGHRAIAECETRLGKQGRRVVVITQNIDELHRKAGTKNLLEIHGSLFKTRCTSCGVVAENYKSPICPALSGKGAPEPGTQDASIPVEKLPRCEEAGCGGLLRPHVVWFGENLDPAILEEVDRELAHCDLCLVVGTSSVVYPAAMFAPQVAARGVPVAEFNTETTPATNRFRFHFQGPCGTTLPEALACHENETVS
S100A4 MyoIIA = inhibitors of S100A4-myosin IIA peptide binding, primary screen, biochemical, fluorescence polarization, TAMRA-MyoIIA peptide | Protein S100-A4 (Homo sapiens), P26447 | inhibition, % at 10.7 µM | actives 0.14% (n = 360,000);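 active = mean inhibition of at least 70% across replicates, with every replicate also reaching that level; inconclusive = mean inhibition reaches 70% but some replicates fall short; inactive = mean inhibition below 70%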
Target sequence (P26447 whole entry, looked up): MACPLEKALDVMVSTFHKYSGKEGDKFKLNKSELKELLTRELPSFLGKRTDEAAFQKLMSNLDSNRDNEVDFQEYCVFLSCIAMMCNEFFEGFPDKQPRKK
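Test system – S100A4 monomer (human) · Compound – single-point compound testing · Schedule – 5 min incubation before reading · Probe or stimulus – TAMRA-labelled myosin IIA heavy-chain peptide probe, 5 nM · Benchmarks – neutral control DMSO, positive control TFP · Medium – Calcium-containing HEPES buffer, pH 7.2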
DENV2 CPE = inhibitors of DENV2 cytopathic effect, primary screen, cell-based, plate reader, single concentration. AID 651640, 2012. DENV2-infected cells, cytopathic effect rescue. actives 1.7% (n = 350,000). CPE inhibition, % at 9.99 µM; in the data active = CPE inhibition above about 20%, passing the limit was not always enough; inconclusive = no clear call, values can overlap the other calls; tested in BHK-21 cells;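 also: 0% = median of neutral control wells and 100% = median of positive control wells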
Statin myotox sup = suppressors of statin myotoxicity in C2C12 myotubes, primary screen, cell-based, single point, plate reader | rescue of ATP level, % at 7.49 µM | actives 0.78% (n = 330,000) | C2C12 myotubes + simvastatin, ATP luminescence, 48 h; scaled: DMSO 0, geranylgeraniol control 100;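 active = mean ATP rescue above about 67%, or every replicate alone reaching that limit, limit read from the data, passing the limit was not always enough; inconclusive = no clear call, values can overlap the other calls; inactive = mean under the limit and some replicate under it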;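 also: myotubes were challenged with 10 µM simvastatin during compound exposure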
ERp5 block = inhibitors of ERp5-driven insulin aggregation, primary screen, biochemical, turbidity, absorbance 650 nm, single point. 90 min. actives 0.05% (n = 350,000). AID 651711, 2012. inhibition, % at 9.99 µM;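 active = mean replicate inhibition above about 25%, with every replicate also reaching it, limit read from the data, passing the limit was not always enough; inconclusive = only one of those two criteria met; inactive = neither criterion met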
Target sequence (Q15084 whole entry, looked up): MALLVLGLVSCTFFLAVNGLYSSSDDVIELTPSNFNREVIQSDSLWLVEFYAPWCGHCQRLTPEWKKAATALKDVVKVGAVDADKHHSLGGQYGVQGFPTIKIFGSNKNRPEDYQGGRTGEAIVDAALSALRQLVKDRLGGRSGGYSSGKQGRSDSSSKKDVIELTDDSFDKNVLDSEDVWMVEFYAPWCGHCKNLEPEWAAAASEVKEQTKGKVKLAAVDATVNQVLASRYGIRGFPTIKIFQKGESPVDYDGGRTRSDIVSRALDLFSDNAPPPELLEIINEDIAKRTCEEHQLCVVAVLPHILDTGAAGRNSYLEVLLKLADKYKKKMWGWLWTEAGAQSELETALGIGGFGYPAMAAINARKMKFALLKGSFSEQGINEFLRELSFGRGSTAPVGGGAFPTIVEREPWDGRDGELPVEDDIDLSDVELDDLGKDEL
* = called active by the depositor; ? = inconclusive; . = no result given; & = joins results of further samples; ! = a repeat was not active.

item	canonical_smiles	E-selectin induc	PglD DTNB	SIRT5 inh	S100A4 MyoIIA	DENV2 CPE	Statin myotox sup	ERp5 block
1	Cc1sc2ncnc(NCC(c3ccccc3)N(C)C)c2c1C (stereo not given)	0.0	2	0	-6	6	-5	1
2	Cc1nn(C)cc1CNC(=O)c1cccc(F)c1	-0.2	.	-9	1	1	.	-8
3	Cc1cccc(C)c1OCC(=O)N(Cc1cccs1)C1CCS(=O)(=O)C1 (stereo not given)	.	-3	-3	4	?	10	.
4	Cc1ccc2[nH]c(=O)c3cc(C(=O)NCCN4CCN(C)CC4)sc3c2c1	.	-5	.	4	1	9	8
5	O=C1CSC(c2ccccc2)N1c1ccc(F)cc1F (stereo not given)	.	-5	-6	0	8	4	1
6	CC#CC(=O)NC1CCCN(C2Cc3ccccc3C2)C1 (stereo not given)	0.2	-5	2	-2	1	3	0
7	COc1ccc2c3c([nH]c2c1)[C@H](CO)N(Cc1ccc(F)cc1)CC31CN(Cc2ccccn2)C1	0.2	.	4	-6	-4	.	-5
8	COc1ccc(N2CCN(CCNC(=O)C3CCN(S(=O)(=O)c4cccs4)CC3)CC2)cc1	.	1	-3	1	1	5	4
9	COC(=O)CCC(=O)NC1CC(C)(C)Cc2c1cnn2-c1ccc(F)cc1 (stereo not given)	-0.2	0	-1	-2	3	7	-1
10	Cc1ccc(S(=O)(=O)NCC(=O)OC(C)C(=O)NC(=O)NC2CCCCC2)cc1C (stereo not given)	-0.4	-5	-1	-4	10	5	-3

Single entries from above:
SIRT5 inh, `CC#CC(=O)NC1CCCN(C2Cc3ccccc3C2)C1` (stereo not given) : 2
DENV2 CPE, `Cc1ccc(S(=O)(=O)NCC(=O)OC(C)C(=O)NC(=O)NC2CCCCC2)cc1C` (stereo not given) : 10
DENV2 CPE, `COc1ccc2c3c([nH]c2c1)[C@H](CO)N(Cc1ccc(F)cc1)CC31CN(Cc2ccccn2)C1` : -4
PglD DTNB, `Cc1cccc(C)c1OCC(=O)N(Cc1cccs1)C1CCS(=O)(=O)C1` (stereo not given) : -3
ERp5 block, `COc1ccc(N2CCN(CCNC(=O)C3CCN(S(=O)(=O)c4cccs4)CC3)CC2)cc1` : 4
PglD DTNB, `COC(=O)CCC(=O)NC1CC(C)(C)Cc2c1cnn2-c1ccc(F)cc1` (stereo not given) : 0
Statin myotox sup, `Cc1ccc2[nH]c(=O)c3cc(C(=O)NCCN4CCN(C)CC4)sc3c2c1` : 9

(continued)
item	canonical_smiles	E-selectin induc	PglD DTNB	SIRT5 inh	S100A4 MyoIIA	DENV2 CPE	Statin myotox sup	ERp5 block
11	Cc1[nH]c2ccccc2c1C(=O)C(=O)NCc1ccncc1	0.2	2	1	-2	-2	2	-2
12	NC(=O)CC(NC(=O)Cc1ccc(Cl)cc1)c1ccc(NCC2CC2)c([N+](=O)[O-])c1 (stereo not given)	0.0	9	.	1	14	-8	8
13	C[C@H](CO)N1C[C@H](C)[C@H](CN(C)Cc2ccncc2)Oc2ccc(NC(=O)CCCN(C)C)cc2C1=O	0.0	0	-1	7	-7	-29	5
14	CCc1cccc2c(C(=O)CN3C(=O)NC4(CCc5ccccc54)C3=O)c[nH]c12 (stereo not given)	.	-8	0	-5	12	-117	-4
15	COc1cccc(-c2noc(Cn3nc(C(=O)O)c4ccccc4c3=O)n2)c1	0.1	-1	-3	-2	4	6	4
16	O=C(O)[C@H](Cc1ccccc1)NC(=O)C(c1ccccc1)(c1ccccc1)c1ccccc1	.	0	0	13	-11	23	4
17	CC(C)NC(=O)N(C)C[C@H]1Oc2ncc(C#CC3CCCC3)cc2C(=O)N([C@@H](C)CO)C[C@H]1C	-4.7	-2	4	-2	9	-87	4
18	C[C@@H]1CN([C@@H](C)CO)S(=O)(=O)c2ccc(C#CCC3CCCC3)cc2O[C@H]1CN(C)C(=O)CN(C)C	-0.2	6	-7	-3	-6	-13	-2
19	CCn1nnnc1NC(=O)c1cc(OC)c(OC)c(OC)c1	.	.	0	3	1	.	1
20	O=C(C[C@@H]1C=C[C@H](NC(=O)c2ccccn2)[C@@H](CO)O1)NCc1cc(F)cc(F)c1	0.6	-3	-4	2	2	-17	-4
21	COc1ccc(C(=O)CC(=O)C(=O)Nc2ccc(Cl)cc2)cc1	0.3	-2	1	-1	2	-3	2
22	S=C(c1ccc(-c2ccccc2)o1)N1CCCCC1	0.0	.	0	-2	3	.	4
23	O=C(c1cccnc1)N1C[C@H]2[C@@H](c3ccccc31)[C@@H](CO)N2CC1CCCC1	0.1	-8	1	13	-12	4	1
24	Cc1ccc(NC(=O)CSc2nnc(-c3cc(C)on3)o2)cc1	.	0	-1	4	-4	-2	5
25	COc1ccc(C2=NS(=O)(=O)N(C)C(C(=O)NC3CCCC3)=C2)cc1OC	.	-5	1	-2	-3	-1	-5
26	Cc1nnc(SCC(=O)N2CCN(c3ccccc3)CC2)n(N)c1=O	-2.2	3	-4	-3	-8	11	-1
27	CCOC(=O)c1ccc(-n2c(CCC(=O)O)ccc2-c2cccs2)cc1	.	3	2	-7	0	-14	3
28	C[C@H]1CN([C@@H](C)CO)C(=O)c2cc(C3=CCCCC3)cnc2O[C@@H]1CN(C)Cc1cccnc1	-0.3	5	-3	7	-9	30	-2
29	CS(=O)(=O)c1ccc(-c2csc(C(O)(c3ccccc3)C(F)(F)F)n2)cc1 (stereo not given)	0.2	4	.	9	-2	0	-5
30	O=C(/C(=C(\O)c1ccccc1)c1nc2ccccc2[nH]1)c1ccccc1	.	2	-2	-5	-3	-19	3
31	O=C(C[C@H]1CC[C@@H](NC(=O)c2ccncc2)[C@@H](CO)O1)NCC1CCCCC1	-0.6	0	-1	1	-2	5	-3
32	Cc1noc(C)c1NC(=O)Nc1ccc2c(c1)C(=O)N([C@H](C)CO)C[C@@H](C)[C@H](CN(C)Cc1ccc(-c3ccccc3)cc1)O2	8.0	-2	5	0	0	-12	-2
33	O=C(Cc1n[nH]c(=O)[nH]c1=O)N/N=C/CCc1ccccc1	7.1	5	-1	-1	17	.	2
34	CCCN(C(=O)Cc1nc(N)n[nH]1)C1(C(=O)Nc2c(C)cccc2C)CCCCC1	-2.6	-2	.	.	.	8	.
35	COc1ccc(NC(=O)N(C)C[C@H]2OCCCC[C@@H](C)Oc3ccc(NS(=O)(=O)c4ccccc4)cc3C(=O)N([C@@H](C)CO)C[C@H]2C)cc1	-0.1	4	1	-1	17	.	-4
36	CC(CC(=O)N1CCN(c2ccccc2)CC1)S(=O)(=O)c1ccc2c(c1)NC(=O)CO2 (stereo not given)	.	-2	-1	-10	-4	-3	-5
37	Cc1ccc(C(=O)Nc2cccc(C(=O)O)c2)cc1S(=O)(=O)N1CCOCC1	.	0	-1	-8	2	-9	3
38	C[C@H](CO)N1C[C@H](C)[C@H](CN(C)S(=O)(=O)c2ccccc2)Oc2ncc(C#Cc3ccc(C(F)(F)F)cc3)cc2C1=O	0.7	6	1	5	?	37	0
39	O=C(NCc1cccs1)C1CC(c2ccccc2O)=NO1 (stereo not given)	.	-2	1	4	3	5	0
40	CCc1ccc(CN2CCCC(C(=O)Nc3ccccc3-c3ccc(OC)cc3)C2)o1 (stereo not given)	.	8	-1	-2	5	8	3

Reprinted at random: two records from the list
item	canonical_smiles	E-selectin induc	PglD DTNB	SIRT5 inh	S100A4 MyoIIA	DENV2 CPE	Statin myotox sup	ERp5 block
33	O=C(Cc1n[nH]c(=O)[nH]c1=O)N/N=C/CCc1ccccc1	7.1	5	-1	-1	17	.	2
39	O=C(NCc1cccs1)C1CC(c2ccccc2O)=NO1 (stereo not given)	.	-2	1	4	3	5	0

(listing goes on)
item	canonical_smiles	E-selectin induc	PglD DTNB	SIRT5 inh	S100A4 MyoIIA	DENV2 CPE	Statin myotox sup	ERp5 block
41	O=C(Cn1c(=O)n(Cc2ccc(F)cc2)c(=O)c2ccccc21)NCC1CCCO1 (stereo not given)	-0.1	9	0	2	4	2	2
42	O=c1[nH]cc(C=NNc2ccccc2)c(=O)[nH]1	-0.1	-1	.	-10	-10	7	2
43	C[C@@H]1CN([C@@H](C)CO)C(=O)CCCn2cc(nn2)CO[C@H]1CN(C)C(=O)Nc1cccc2ccccc12	0.0&0.1	-2	3&-3	-5&-4	91*!	4&11	0&-1
44	O=C(Nc1ccccc1N1CCOCC1)c1cc2ccccc2o1	.	-6	-1	0	10	-17	4
45	Cc1cc(NC(=O)Nc2ccc(Cl)cc2)no1	0.3	-2	5	-14	0	-11	2
46	Nc1[nH]c(C(=O)c2ccccc2)c(-c2ccc(Cl)cc2Cl)c1C(=O)c1ccccc1	-0.4	.	1	-1	-8	.	4
47	COc1ccc(NC(=S)N2CCN(S(=O)(=O)c3ccc(C)cc3)CC2)cc1	-0.2	-2	-4	-5	3	.	5
48	C[C@H](CO)N1C[C@H](C)[C@H](CN(C)CC2CCCCC2)OCCCC[C@H](C)Oc2ccc(NS(=O)(=O)c3cn(C)cn3)cc2C1=O	2.0	3	-2	14	-4	-6	-1
49	O=C(C1CC1)N1CC2(C1)[C@@H](c1ccccc1)[C@@H](CO)N2CCC(F)(F)F	0.1	.	1	-2	0	.	1
50	O=C(NCCc1csc(-c2cccnc2)n1)c1ccccc1	.	-2	0	-5	4	-12	5

Entries by screen from the entries so far:
Nos. 40 to 45 in ERp5 block, in turn: 3, 2, 2, 0&-1, 4, 2
Nos. 40 to 45 in S100A4 MyoIIA, in turn: -2, 2, -10, -5&-4, 0, -14
Nos. 40 to 45 in E-selectin induc, in turn: ., -0.1, -0.1, 0.0&0.1, ., 0.3

(continued)
item	canonical_smiles	E-selectin induc	PglD DTNB	SIRT5 inh	S100A4 MyoIIA	DENV2 CPE	Statin myotox sup	ERp5 block
51	C[C@H](CO)N1C[C@H](C)[C@H](CN(C)Cc2ccncc2)Oc2ncc(C3=CCCCC3)cc2C1=O	1.2	-1	1	0	-7	0	-3
52	CC(C)NC(=O)N(C)C[C@@H]1OCCCC[C@H](C)Oc2ccc(NC(=O)CCCN(C)C)cc2C(=O)N([C@H](C)CO)C[C@@H]1C	.	-2	-3	0	0	.	4
53	COCc1cn(CC[C@H]2CC[C@@H](NC(=O)Nc3c(C)noc3C)[C@H](CO)O2)nn1	-0.2	0	2	1	-3	-8	1
54	Cc1ccc(CNC(=O)c2ccc(N3CCC4(CC3)CC(c3ccccc3)=NO4)c(NC(=O)c3ccc(Cl)c([N+](=O)[O-])c3)c2)cc1	-0.4	-4	.	-14	.	7	-7
55	O=C(CSc1nc2ncc(Cl)cc2[nH]1)N(Cc1ccccc1)C1CCS(=O)(=O)C1 (stereo not given)	.	.	-3	1	.	.	4
56	Cn1cnc(S(=O)(=O)N2CCN(c3ccccc3)CC2)c1	.	11	-2	-3	4	13	7
57	CCN(CC(=O)Nc1cccc(F)c1)CC(=O)Nc1ccc2c(c1)OCCO2	-0.7	1	.	0	-14	-7	0
58	C[C@H](CO)N1C[C@H](C)[C@H](CN(C)S(=O)(=O)c2ccccc2)Oc2cc(-c3cccc(F)c3)ccc2S1(=O)=O	-0.2	0	14	0	-12	-29	-8
59	COc1ccc(C[C@H]2CN3C(=NC[C@@H]3Cc3ccccc3)N2CCNC(=O)CCC2CCCCC2)cc1	.	-4	-1	2	-7	-124	5
60	O=C(NCCCc1ccccc1)C(=O)NCC1OCCN1S(=O)(=O)c1ccccc1 (stereo not given)	0.1	4	-7	-3	?	.	5
61	c1cnc2ccc3c(c2c1)COCO3	-0.4	.	.	0	9	.	-1

Some of the compounds tested (hit frequency here may not be typical).
